KCNH2 3.1 inh: blocks the human KCNH2 3.1 channel isoform; activity change, % (tested at about 1.8 µM); hit rate 0.95% among 340,000; AID 720553; U2OS KCNH2 3.1, thallium flux FluxOr; stronger effect = lower value;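 active means maximum activity change below -70%; inconclusive means maximum activity change from -70% to -50%; inactive means maximum activity change above -50%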;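 further: thallium influx rate constant from kinetic fluorescence after stimulation buffer; on the % scale 0 is the no-effect control and ±100 the full control effect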
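FluxOr-based Tl+ influx in U2OS cells transduced with KCNH2 3.1 virus; rate constants normalized to DMSO controls.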
PKM2 act: activators of human pyruvate kinase M2 | AID 1631 | purified PKM2, Kinase-Glo ATP luminescence, activation; response scale: 0% is enzyme alone, no compound | Potency, µM (series often up to 57.5 µM), for inactives: at the top dose activation, actives largely listed as activators | hit rate 0.34% among 260,000 | P14618; further: potency means the concentration at half of the fitted maximal effect; on the % scale 0 is the no-effect control and ±100 the full control effect; nearly all actives have a fitted effect of over 55% in size
Target sequence (P14618 whole entry, looked up): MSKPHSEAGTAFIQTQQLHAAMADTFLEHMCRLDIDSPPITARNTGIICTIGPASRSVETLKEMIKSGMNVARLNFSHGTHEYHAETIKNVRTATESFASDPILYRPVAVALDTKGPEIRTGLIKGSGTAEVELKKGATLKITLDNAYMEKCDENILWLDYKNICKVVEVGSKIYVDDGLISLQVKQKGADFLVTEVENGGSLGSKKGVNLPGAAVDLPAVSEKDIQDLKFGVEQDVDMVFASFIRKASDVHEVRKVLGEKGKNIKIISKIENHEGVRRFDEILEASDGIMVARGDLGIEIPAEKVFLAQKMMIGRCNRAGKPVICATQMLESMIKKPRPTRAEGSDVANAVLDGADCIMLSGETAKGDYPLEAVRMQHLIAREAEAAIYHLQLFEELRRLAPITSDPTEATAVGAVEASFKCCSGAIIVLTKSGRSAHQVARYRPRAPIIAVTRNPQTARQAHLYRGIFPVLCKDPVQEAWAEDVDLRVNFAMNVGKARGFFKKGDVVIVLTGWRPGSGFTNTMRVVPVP
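ATP formation by purified human PK-M2, quantified via coupled luciferase luminescence after 1 h at room temperature with 0.1 mM ADP and 0.5 mM PEP final.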
Giardia kill: Giardia lamblia killing | Giardia lamblia trophozoite viability | activity change, % at 7.66 µM, hits read low | hit rate 0.15% among 340,000; in the data active means activity change below about -80%; inconclusive means between about -30% and that limit;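 further: parasites exposed to compound for two days anaerobically before the ATP read; on the % scale 0 is the no-effect control and ±100 the full control effect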
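Anaerobic 48 hrs incubation at 37 deg C of 100 trophozoites/well with test compounds; ATPLite 1-Step luminescence, 15-30 min RT, reports cellular ATP as viability.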
TRPV1 agonist: human TRPV1 agonism. Q8NER1. TRPV1-expressing cells, Fluo-8 calcium influx, agonist mode. activation, % at 8.33 µM. hit rate 0.19% among 320,000. AID 540275; in the data active means activation above about 80%; inconclusive means between about 30% and that limit; further: 0% is about no effect
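Fluo-8 calcium influx in TRPV1-expressing cells, kinetic read (ex 480/em 520 nm). Compound added and read 3 min for agonist activity, followed by capsaicin at EC20 final and 2 min further read for enhancement.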
hERG WT inh: inhibitors of human wildtype KCNH2 potassium channel; Q12809; U2OS, BacMam KCNH2, thallium flux FluxOr; stronger effect = lower value; activity change, % at 1.84 µM; hit rate 0.37% among 340,000; AID 720551;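 active means maximum activity change below -70%; inconclusive means maximum activity change between -70% and -50%; inactive means maximum activity change above -50%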; further: on the % scale 0 is the no-effect control and ±100 the full control effect
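U2OS cells were transduced with wild-type KCNH2 virus (2.03 x 10^8 / mL) for 4 h at room temperature, then cultured overnight at 37 C. Thallium flux was read with FluxOr dye. Rate constants were normalized to DMSO controls.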
B2AR arrestin: agonists driving beta-arrestin recruitment to human beta2-adrenergic receptor. P07550. beta-arrestin recruitment to beta2AR, cell-based reporter. hit rate 0.02% among 330,000. Potency, µM (doses to about 46.1 µM), for inactives: top-dose activation, most hits filed as activators. AID 492947;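 further: potency means the concentration at half of the fitted maximal effect; 0% = DMSO controls and full agonism = EC100 isoproterenol or metaproterenol; nearly all actives have a fitted effect of over 65% in size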
MLL CXXC-DNA inh: MLL CXXC-DNA interaction inhibition; Q03164; MLL-CXXC / FITC-HOXA9 DNA fluorescence polarization; Potency, µM (titrated, usually from 115 µM), without a hit: at the highest dose activity change, negative = inhibition, actives largely listed as inhibitors; hit rate 0.037% among 290,000; active means well fitted inhibition curve with a large enough effect in the polarisation, with a control signal flat, not every such curve was filed as active; inconclusive means small, poorly fitted or top-dose-only effect, or effect the other way, or a change in a side signal; inactive means no such curve, though single readings can be large or run the other way; the % refers to the polarisation; further: potency means the concentration at half of the fitted maximal effect
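Purified MLL-CXXC (added from a 7 uM solution) was preincubated 5 min at ambient with pinned compounds in 50 mM Tris-HCl pH 7.5, 50 mM NaCl, 1 mM DTT, 0.05% BSA. Fluorescein-labeled HOX-A9 DNA (50 nM solution) followed, 30 min, then polarization read.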
FBPA coupling cs: coupling enzyme interference in Giardia aldolase counter-screen; coupling enzyme system counterscreen, AmpLite Red fluorescence; activity change, negative = inhibition, % at 58.2 µM, hits read low; hit rate 0.67% among 290,000; AID 2472; in the data active means activity change below about -30%; further: on the % scale 0 is the no-effect control and ±100 the full control effect
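First, compound is pin-transferred into glyceraldehyde-3-phosphate coupling-enzyme reagent at 57.5 uM final and held 10 min at RT. Next, substrate, coupling system and AmpLite Red are added. After 20 min RT, fluorescence (525/598 nm) is read.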
GALK inh: inhibitors of human galactokinase | Purified GALK, Kinase-Glo residual ATP luminescence | Potency, µM (titrated, usually from 57.5 µM), inactives show at the highest dose activity change, negative = inhibition, most hits filed as inhibitors | P51570 | hit rate 0.007% among 270,000 | AID 1868; further: potency means the concentration at half of the fitted maximal effect; on the % scale 0 is the no-effect control and ±100 the full control effect
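GALK at 5 nM final was combined with compound, 35 uM ATP and 100 uM galactose in HEPES pH8.0 with MgCl2 and DTT. The reaction ran one hour at room temperature before luminescent ATP detection.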
USP2a block: inhibitors of human ubiquitin-specific protease USP2a | hit rate 0.01% among 330,000 | AID 463254 | Potency, µM (highest dose often 38.3 µM), for the others: at the top dose activity change, negative = inhibition, usual class: inhibitors | O75604 | USP2 core, Ub-CHOP2 coupled fluorogenic reporter, 485/531;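 further: potency means the concentration at half of the fitted maximal effect; plate controls were DMSO wells for no effect and full inhibition by NEM control for full effect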
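Cell-free coupled assay: 10nM USP2 core preincubated 30min RT with compound in Tris-HCl pH 8.0/CaCl2/CHAPS buffer, then 25nM Ub-CHOP2 and 25nM reporter substrate; fluorescence (Ex 485/Em 531) read after 60min RT, normalized to NEM inhibition, concentration-response curves fitted.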
Menin MLL FP TR: inhibitors of human menin-MLL interaction, mutant MLL peptide; O00255; Menin + Texas Red MLL mutant peptide, fluorescence polarization; Potency, µM (highest dose often 61.6 µM), for the others: at the highest dose FP activity change, negative = inhibition, actives largely listed as inhibitors; hit rate 0.23% among 270,000; AID 1768; active means well fitted inhibition curve with a large enough effect in the polarisation, with a control signal flat, not every such curve was filed as active; inconclusive means small, poorly fitted or top-dose-only effect, or effect the other way, or a change in a side signal; inactive means no such curve, though single readings can be large or run the other way; the % refers to the polarisation; further: potency means the concentration at half of the fitted maximal effect; % of control where 0% means no effect; many of its hits are not listed in these tables
Target sequence (O00255 whole entry, looked up): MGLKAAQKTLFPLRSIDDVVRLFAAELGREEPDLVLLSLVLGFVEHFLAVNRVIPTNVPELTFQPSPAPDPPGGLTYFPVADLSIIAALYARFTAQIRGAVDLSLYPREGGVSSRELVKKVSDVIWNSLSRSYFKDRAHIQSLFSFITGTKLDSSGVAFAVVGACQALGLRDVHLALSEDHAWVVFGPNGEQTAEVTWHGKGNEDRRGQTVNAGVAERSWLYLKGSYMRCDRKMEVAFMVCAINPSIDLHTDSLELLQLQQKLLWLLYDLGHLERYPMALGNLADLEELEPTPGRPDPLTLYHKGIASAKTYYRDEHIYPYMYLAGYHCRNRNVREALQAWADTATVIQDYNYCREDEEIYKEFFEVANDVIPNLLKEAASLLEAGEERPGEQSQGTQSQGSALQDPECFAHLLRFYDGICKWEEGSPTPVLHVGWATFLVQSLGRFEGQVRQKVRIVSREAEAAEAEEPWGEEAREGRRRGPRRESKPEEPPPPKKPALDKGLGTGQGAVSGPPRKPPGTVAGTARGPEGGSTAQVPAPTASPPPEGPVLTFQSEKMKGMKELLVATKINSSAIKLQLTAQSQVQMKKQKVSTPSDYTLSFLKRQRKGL
The depositor's hits bear a star; ? = inconclusive; . = no result given. Unless noted, the call rests on the fitted dose curve; in most records, active means well fitted curve in the direction sought with a large enough effect; inconclusive means small, poorly fitted or top-dose-only effect, or another doubt; inactive means no such curve, though single readings can be large; an effect the other way counts as inactive or inconclusive. These rows are one share of the data. The share of hits here may be higher or lower than overall.

SMILES	KCNH2 3.1 inh	PKM2 act	Giardia kill	TRPV1 agonist	hERG WT inh	B2AR arrestin	MLL CXXC-DNA inh	FBPA coupling cs	GALK inh	USP2a block	Menin MLL FP TR
CC12COC3(C(=O)Nc4ccccc4)CC1CCC32C (stereo not given)	16.6	-3.0%	-14.2	4.5	-2.9	0.2%	-21.9%	0.1	2.3%	0.9%	4.3%
N#Cc1cc2c(nc1SCc1ccc(Cl)nc1)CCCCC2	-8.0	1.7%	-0.4	-5.0	-5.3	-0.3%	16.5%	1.1	1.2%	0.0%	.
O=C(O)CCCNC(=O)c1ccccn1	-30.0	-0.2%	-5.3	0.8	3.8	5.2%	-5.8%	-1.1	.	2.9%	-0.2%
O=S(=O)(NC1CCCCC1NS(=O)(=O)c1ccc(F)cc1)c1ccc(F)cc1 (stereo not given)	-10.2	-3.3%	-1.1	-1.1	1.5	-0.2%	1.4%	0.2	-0.5%	-1.1%	-6.3%
CCOC(=O)c1nc(Nc2ccc(OC)cc2)c2ccccc2n1	0.5	.	-14.9	?	-9.5	-0.9%	-5.9%	-1.8	0.0%	0.0%	0.1%
N#Cc1ccc(COc2ccc(CCO)cc2-n2nc3ccccc3n2)cc1	16.3	8.9%	-8.1	2.6	8.0	0.2%	1.4%	-5.4	3.0%	-5.9%	16.7%
CC[C@@H](NS(=O)(=O)c1ccc(C)cc1)C(=O)Oc1ccc2c3c(c(=O)oc2c1)CCC3	.	1.2%	8.1	1.5	35.8	-0.8%	-0.7%	-3.9	0.3%	3.1%	-0.9%
CCn1c2ccccc2c2cc(N=C3SC(CC(=O)Nc4ccccc4OC)C(=O)N3C)ccc21 (stereo not given)	6.9	0.4%	13.0	-2.0	-0.6	0.9%	2.1%	-0.7	-1.1%	3.5%	12.8%
CC(=O)c1cccc(CN2CCCC(C(=O)Nc3ccc(-c4ccco4)cc3)C2)c1 (stereo not given)	-11.2	11.2%	-16.6	?	5.8	4.8%	?	-0.8	2.9%	2.8%	-1.5%
CCOc1cc(CNn2cnnc2)cc(Br)c1OCC(=O)NC1CCCCC1	-11.6	0.5%	5.1	-6.5	0.8	-0.4%	3.7%	-0.1	0.0%	1.6%	-3.6%
Cc1c(NC(=O)C(C)OC(=O)c2c3c(nc4ccccc24)CCC3)c(=O)n(-c2ccccc2)n1C (stereo not given)	-3.3	1.7%	5.2	-0.1	-0.3	0.3%	17.7%	6.1	-3.8%	-5.1%	17.5%
O=C1NCCCC1C(=O)N1CCN(C(=O)C2CCCNC2=O)CC1 (stereo not given)	.	-8.4%	.	-1.9	.	-0.7%	-4.4%	8.4	0.6%	-2.3%	11.7%
Nc1ncc(-c2nnnn2-c2ccc(Cl)cc2)c(-c2ccc(Cl)cc2)n1	-21.5	0.2%	-14.2	4.6	9.6	-1.1%	10.9%	-0.2	-2.8%	0.2%	19.5%
COc1ccc(OCCC(=O)OCc2c(C)noc2C)cc1	4.6	-0.9%	-6.5	-0.9	1.3	-0.5%	3.0%	-0.4	-0.5%	6.0%	-10.9%
CCC(=O)OCc1cc2cccc(C)c2[nH]c1=O	-4.3	0.3%	-4.1	0.8	4.0	0.0%	-2.2%	3.4	6.3%	2.7%	-4.8%
CN1CCCN(C(=O)c2cccc(Cl)c2)CC1	3.0	4.8%	-14.5	-1.4	-3.4	-0.8%	7.9%	-0.2	-4.9%	1.2%	0.9%
CCOc1ccc(C(=O)NCC(c2ccco2)N2CCc3ccccc3C2)cc1 (stereo not given)	-25.0	.	?	10.7	13.0	0.3%	.	.	.	1.2%	.
CC(=O)Nc1ccc(OCC(O)Cn2cccn2)cc1 (stereo not given)	-200.9*	-2.4%	-1.3	1.1	-1.1	0.1%	0.9%	0.1	2.0%	-1.2%	-4.1%
C[C@H](NC(=O)[C@@H]1Cc2ccccc2CN1)C(=O)NC1CCCCC1	13.3	.	-15.5	-0.4	-14.1	-0.4%	4.7%	1.0	-4.9%	0.0%	6.9%
Clc1ccc2oc(-c3ccccc3)nc2c1	-10.7	-10.5%	-3.3	4.6	3.3	0.4%	9.2%	0.1	-2.4%	1.9%	.
Cc1cc(C(=O)N2CCc3ccccc32)n(-c2ccccc2)n1	3.6	1.2%	?	6.3	-0.5	0.1%	18.9%	-2.6	-2.5%	2.0%	9.8%
CCOc1ccc(Oc2nc(NCC(C)C)nc(N(C)C)n2)nn1	-11.6	-0.3%	15.4	-2.4	0.4	-0.2%	8.5%	4.2	-1.0%	0.0%	-4.8%
O=C(Nc1cccc(O)c1)N1CCOCC1	6.7	14.8%	-5.7	-8.6	1.1	6.9%	4.4%	1.2	0.9%	-0.3%	-18.0%
Cc1ccc(C)c(S(=O)(=O)Nc2nc(C)c(C(=O)Nc3ccccc3)s2)c1	-13.6	-4.6%	-9.7	1.5	6.0	-1.3%	7.7%	8.5	0.8%	0.0%	11.5%
C=CCNC(=O)C1=NOC(CNC(=O)c2c(-c3ccccc3Cl)noc2C)C1 (stereo not given)	-10.0	0.6%	7.0	5.8	-2.5	-0.8%	2.3%	3.1	-3.1%	2.9%	1.5%

2 records picked at random from the list so far, as already listed:
SMILES	KCNH2 3.1 inh	PKM2 act	Giardia kill	TRPV1 agonist	hERG WT inh	B2AR arrestin	MLL CXXC-DNA inh	FBPA coupling cs	GALK inh	USP2a block	Menin MLL FP TR
CN1CCCN(C(=O)c2cccc(Cl)c2)CC1	3.0	4.8%	-14.5	-1.4	-3.4	-0.8%	7.9%	-0.2	-4.9%	1.2%	0.9%
C=CCNC(=O)C1=NOC(CNC(=O)c2c(-c3ccccc3Cl)noc2C)C1 (stereo not given)	-10.0	0.6%	7.0	5.8	-2.5	-0.8%	2.3%	3.1	-3.1%	2.9%	1.5%

New compounds follow
SMILES	KCNH2 3.1 inh	PKM2 act	Giardia kill	TRPV1 agonist	hERG WT inh	B2AR arrestin	MLL CXXC-DNA inh	FBPA coupling cs	GALK inh	USP2a block	Menin MLL FP TR
Cc1nc2c(ccc3c([N+](=O)[O-])cccc32)c(C)c1C	-7.2	2.5%	15.5	1.5	1.0	0.2%	-4.7%	-5.9	-0.7%	0.6%	-0.4%
O=C1c2ccccc2S(=O)(=O)N1CC(O)Cn1c2ccccc2c2ccccc21 (stereo not given)	3.3	16.7%	-3.4	12.3	-3.3	-0.8%	-1.0%	-2.2	2.5%	-2.6%	?
CCOC(=O)c1cc2cc3ccccc3cc2oc1=O	13.4	-3.3%	-13.6	?	-8.6	-0.2%	13.1%	-0.3	-6.5%	8.1%	10.6%
N#Cc1cc(-c2ccccc2)cnc1Cl	13.2	-12.2%	5.7	-3.2	-0.8	-0.1%	-13.5%	5.0	0.4%	2.9%	-30.8%
COc1ccccc1CN1C2CCCC1CC(NC(=O)/C=C/c1ccccc1)C2 (stereo not given)	?	-12.8%	-13.4	9.4	-0.7	0.2%	-4.9%	4.8	0.6%	0.3%	-2.3%
FC(F)(F)c1ccc2c(c1)nc1n2CCCC1	-4.6	12.3%	8.6	?	0.5	0.5%	-11.0%	-0.6	0.9%	-0.5%	?
CCOc1ccc(NCC(=O)c2ccc(C)cc2)cc1	14.0	-3.5%	9.9	5.0	10.4	-0.2%	-4.6%	1.9	-1.3%	1.0%	-22.0%
CCOc1ccc(OCCCC(=O)O)cc1	0.0	-16.6%	-10.7	-4.6	4.7	-0.2%	1.0%	5.4	-0.3%	2.7%	-1.6%
O=C(NCc1ccc(F)cc1)C1CCC(CNc2c(N3CCOCC3)c(=O)c2=O)CC1 (stereo not given)	2.7	-4.8%	-25.7	1.1	-5.0	4.2%	-3.0%	-1.8	-0.6%	2.1%	.
COCC(C)NC(=O)c1nn(Cc2ccccc2)c(=O)c2ccccc12 (stereo not given)	2.0	4.2%	-6.6	1.7	-10.8	-1.0%	-4.0%	.	-0.3%	3.5%	.
O=C(NCc1cccs1)C1CCCN(S(=O)(=O)c2cccs2)C1 (stereo not given)	11.6	9.1%	2.2	-0.8	-8.7	-0.1%	5.5%	0.0	0.8%	0.7%	-6.2%
Cc1ccc(OCC(=O)Nc2ccc(S(=O)(=O)N3CCCC3)cc2)cc1	1.2	13.5%	14.7	2.2	2.9	-0.4%	1.3%	-0.5	9.2%	0.8%	?
OC(COCC1COc2ccccc2O1)CN1CCN(c2ccccc2)CC1 (stereo not given)	-25.2	-2.7%	-6.1	1.6	1.3	-0.3%	-0.5%	1.8	-1.5%	1.5%	0.9%
CCOc1ccc(NC(=O)CN(C)C(=O)c2ccc(NC3CC3)c([N+](=O)[O-])c2)cc1OCC	6.8	.	2.9	1.8	10.3	-0.2%	.	.	.	-1.8%	.
CCOC(=O)c1sc(-c2cccc(C(F)(F)F)c2)nc1O	-27.2	-2.1%	-27.0	9.0	-0.1	3.5%	1.2%	8.3	-2.4%	6.3%	.

Assay outcomes as filed in PubChem.
